Yeast growth inh = growth inhibitors of yeast BB579 in restrictive medium, primary screen, yeast lifespan-shortening project, S. cerevisiae; OD615, 48 h; inhibition, % at 10 µM; AID 804, 2007; hit rate 0.51% among 140,000;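 active = inhibition above a set limit, 3 SD over the mean compound inhibition, cut at about 44% in these data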; also: inactives centre near -24
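System: Saccharomyces cerevisiae DeaD strain BB579, replicative lifespan model yeast. Buffer or medium: restrictive glucose-based CSMM-D medium. Doses: one dose, 10 µM compound with 0.25% DMSO. Timing: 4 h preincubation and 48 h exposure at 30 °C. Detection: turbidity as optical density at 615 nm. Benchmarks: amphotericin B 10 µg/mL, positive.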
Phagocytosis inh = inhibitors of macrophage phagocytosis, primary screen, imaging, J774A.1 cells, IgG beads | J774A.1 macrophage IgG-bead phagocytosis | inhibition, % at 5 µM | hit rate 0.07% among 110,000 | AID 1029, 2008;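 active = inhibition above the mean of the plate negative controls plus 5 SD, cut at about 13% in these data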;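 also: phagocytic index as fraction of beads internalized from green versus red external bead signal; plate controls were DMSO negative control for no effect and cytochalasin-D positive control for full effect; some results beyond the cut were filed as inactive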
Yeast life ext = compounds extending yeast replicative lifespan, primary screen, S. cerevisiae, OD615; S. cerevisiae growth with nicotinamide; deaD strain in restrictive glucose medium; inhibition of the nicotinamide effect, % at 10 µM; hit rate 0.68% among 130,000;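 active = inhibition above a set limit, placed 3 SD over the median of all compounds, cut at about 26% in these data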;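 also: 0% = nicotinamide-treated wells and 100% = cells grown without nicotinamide; some compounds called inactive have numbers as strong as hits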
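Assay system: DeaD-strain S. cerevisiae. Medium: CSMM-D glucose medium, restrictive. Reagent: nicotinamide, 1.5 mM, co-present with compound. Compound: 10 µM single point, 0.25% DMSO. Schedule: culture preincubation 4 h, compound exposure 48 h, both 30 °C. Detection: absorbance at 615 nm.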
E-sel TNF inh = E-selectin induction blockers in HUVEC – imaging, immunofluorescence, high content, primary screen. HUVEC TNFa-induced E-selectin immunofluorescence. inhibition, % at 2 µM. hit rate 0.71% among 120,000;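 active = inhibition above the batch mean plus 3 SD, and confirmed as a hit on visual image review, cut at about 43% in these data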;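 also: 0% = TNF-stimulated DMSO wells and 100% = unstimulated control wells; not every result past the cut was called active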
bCat KO growth = primary screen for growth suppressors in beta-catenin knockout HCT116 cells (colon tumor, human). HCT116 beta-catenin knockout viability, CellTiter-Glo, 60 h; hits give low values. viability, % at 10 µM. hit rate 1.5% among 140,000. AID 818, 2007;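 active = viability at or under a set limit, the compound median less 4 SD, cut at about 6% in these data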;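 also: 0% = Hyamine 1622 control at 20 µM and 100% = untreated cell control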
NPY Y2 blocker = NPY-Y2 receptor antagonists, primary screen, cell-based; Neuropeptide Y receptor type 2 (Homo sapiens), P49146; NPY-Y2 expressing cells, antagonist mode; inhibition, % at 2.7 µM; hit rate 0.99% among 140,000; AID 793, 2007; in the data active = inhibition above about 17%;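 also: 0% = vehicle with agonist challenge and 100% = reference antagonist with challenge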
Target sequence (P49146 whole entry, looked up): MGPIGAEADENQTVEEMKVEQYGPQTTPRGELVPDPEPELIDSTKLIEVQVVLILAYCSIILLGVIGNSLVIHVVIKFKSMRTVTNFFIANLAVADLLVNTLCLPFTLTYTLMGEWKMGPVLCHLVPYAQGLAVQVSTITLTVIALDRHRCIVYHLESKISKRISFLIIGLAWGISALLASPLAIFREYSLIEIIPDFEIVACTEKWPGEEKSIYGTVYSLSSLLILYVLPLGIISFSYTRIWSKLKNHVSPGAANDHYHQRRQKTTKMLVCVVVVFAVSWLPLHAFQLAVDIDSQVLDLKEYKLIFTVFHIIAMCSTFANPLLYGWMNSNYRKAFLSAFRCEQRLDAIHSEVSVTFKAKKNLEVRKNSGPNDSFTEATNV
PTEN del growth = growth suppression of PTEN-null HCT116, primary screen, cell-based, CellTiter-Glo. HCT116 PTEN-null viability, 60 h; hits give low values. viability, % at 10 µM. hit rate 1.2% among 140,000. AID 827, 2007;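 active = viability at or below a set limit, 4 SD under the median of all tested compounds, cut at about 3.7% in these data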;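 also: PTEN knockout HCT116 line with beta catenin targeted HCT116 as companion control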
GALR2 blocker = GALR2 antagonists in receptor-expressing cells, primary screen. Galanin receptor type 2 (Homo sapiens), O43603. antagonist mode. inhibition, % at 4 µM. hit rate 0.39% among 140,000. AID 828, 2007; in the data active = inhibition above about 27%;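 also: cells stimulated with galanin 1-16 at roughly its EC80; 0% = agonist challenge control and 100% = basal control without agonist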
Target sequence (O43603 whole entry, looked up): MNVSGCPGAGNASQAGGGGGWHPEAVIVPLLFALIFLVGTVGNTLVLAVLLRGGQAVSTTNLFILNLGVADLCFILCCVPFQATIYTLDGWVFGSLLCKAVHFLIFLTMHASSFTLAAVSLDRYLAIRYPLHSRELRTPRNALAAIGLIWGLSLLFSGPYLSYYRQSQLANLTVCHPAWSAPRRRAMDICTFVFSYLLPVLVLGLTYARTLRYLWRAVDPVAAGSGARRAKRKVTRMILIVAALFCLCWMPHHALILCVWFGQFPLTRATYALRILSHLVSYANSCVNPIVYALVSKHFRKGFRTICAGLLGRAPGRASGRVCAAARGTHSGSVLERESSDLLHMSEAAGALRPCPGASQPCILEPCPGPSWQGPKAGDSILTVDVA
Measles CPE = compounds protecting cells from measles virus cytopathic effect, primary screen, measles RdRp inhibitor project, single point, MLSMR library, absorbance; Measles virus-infected cells, CPE protection; protection (pct of control), % at 4 µM; hit rate 1.5% among 140,000; AID 841, 2007; in the data active = protection mostly above about 24%, no sharp cut-off; inactive = mostly below about 26%; also: some compounds called inactive have numbers as strong as hits
MRP-1 activ = H69AR viability gain despite doxorubicin, primary screen, MRP-1 activator project, H69AR cells, CellTiter-Glo; viability rescue; viability increase, % at 10 µM; hit rate 0.61% among 140,000;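 active = viability gain under doxorubicin at or above a set limit, the compound median plus 3 SD, cut at about 4.7% in these data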;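 also: MRP-1 overexpressing cells given doxorubicin 25 µM after compound pretreatment; 18-22 h compound pretreatment then 72 h with doxorubicin before readout; 0% = doxorubicin-only wells and 100% = vehicle-treated cells without doxorubicin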
Numbers without * were called inactive; . = not tested or not shown. Random draw from the library (roughly 6.2% active in at least one column).

SMILES | Yeast growth inh | Phagocytosis inh | Yeast life ext | E-sel TNF inh | bCat KO growth | NPY Y2 blocker | PTEN del growth | GALR2 blocker | Measles CPE | MRP-1 activ
O=C(Nc1cccc(C(F)(F)F)c1)OCCN1CCN(Cc2ccccc2)CCC1=O | -36.5 | . | -6.4 | -19.8 | 70.6 | 2.8 | 60.2 | -5.6 | 8.5 | -0.6
C=CCNC(=O)C(=O)N/N=C/c1ccco1 | -17.3 | -11.6 | 2.6 | . | 83.0 | 1.7 | 93.9 | -22.6 | 13.6 | -3.2
COC(=O)c1ccc(-c2ccco2)n1Cc1nc(-c2ccc(OC)c(OC)c2)oc1C | -78.2 | -1.1 | -1.9 | . | 43.2 | 2.9 | 48.0 | 13.4 | 15.9 | -2.1
CSCCC(NC(=O)c1ccccc1)C(=O)OCC(=O)c1ccc[nH]1 (stereo not given) | -33.0 | . | 1.1 | . | 89.4 | -0.1 | 88.6 | 9.7 | 6.0 | -1.5
O=C(COC(=O)c1ccccc1)NCc1cccs1 | -12.3 | 0.0 | -2.4 | . | 89.0 | 1.5 | 92.7 | 5.5 | 4.6 | 1.3
COCCCNC(=O)/C=C/c1cccc(Cl)c1 | 5.4 | -0.2 | -23.1 | 13.7 | 102.6 | -0.1 | 93.3 | 5.0 | 13.2 | -0.4
Cc1[nH]c(-c2ccco2)nc1C(=O)O | -46.7 | . | -4.9 | . | 80.6 | 1.0 | 93.0 | 2.4 | 3.2 | 0.0
Cc1sc(NC(=O)c2cc3ccccc3oc2=O)c(C(=O)OC(C)C)c1-c1ccccc1 | -28.8 | 1.3 | -10.0 | -15.2 | 24.7 | 1.1 | 22.7 | -0.5 | 3.9 | -6.6
COc1ccc(N2CCN(C(=O)CSc3nnnn3-c3ccc4c(c3)OCCO4)CC2)cc1 | -67.1 | -0.8 | -1.7 | -9.3 | 84.4 | -0.8 | 84.0 | 2.4 | 3.8 | -1.1
CC1(C)CC(=O)C(CC(=O)NC(=O)NCc2ccccc2)=C(O)C1 | -28.7 | . | . | 9.8 | 102.8 | 2.4 | 109.6 | 12.3 | 8.1 | 1.9
COc1ccccc1NC(=O)c1ccccc1-c1nc(-c2ccccc2OC)no1 | -7.1 | 0.0 | -19.0 | 7.5 | 50.5 | 8.8 | 42.9 | -3.4 | 10.1 | -2.8
NCCCC(=O)N1c2ccccc2Sc2ccccc21 | -26.3 | -0.3 | -9.8 | . | 54.7 | 10.2 | 57.0 | -1.7 | 17.6 | -2.1
CCOC(=O)N1CCN(C(=O)CCn2nc(-c3ccc(Cl)cc3)ccc2=O)CC1 | -77.0 | . | 1.4 | . | 102.2 | 0.6 | 89.5 | 8.7 | 8.2 | -1.3
Cc1ccc(Nc2cc(C)nc3nc(C)nn23)c(C)c1 | -13.4 | . | -1.1 | -4.0 | 94.1 | -0.2 | 93.5 | 2.9 | 10.6 | -2.2
CCc1ccc(-c2cc(C(F)(F)F)n3nc(C(=O)Nc4cnn(Cc5ccc(C)cc5)c4)cc3n2)s1 | -43.6 | -0.2 | -14.0 | 12.2 | 14.1 | 0.7 | 10.9 | -2.7 | 10.5 | -2.7
Cc1ccccc1NC(=O)c1oc(=O)c2ccccc2c1-c1ccccc1 | -1.4 | -0.1 | 0.2 | -19.7 | 94.1 | 1.2 | 96.6 | -4.5 | 14.4 | -0.9
COc1nccc(Nc2ccccc2)c1C#N | -27.5 | . | -14.6 | 9.8 | 97.1 | -1.4 | 97.6 | 5.0 | 4.4 | -0.6
CC(=O)[C@@]1(O)CC[C@H]2[C@@H]3C[C@H](C)C4=CC(=O)C=C[C@]4(C)[C@@]3(F)[C@@H](O)C[C@@]21C | 1.8 | . | -0.9 | . | 95.3 | 1.1 | 97.9 | -7.1 | 10.6 | 4.2
Cn1c2ccccc2c2cc(C(=O)OCC(=O)N3CC(=O)Nc4ccccc43)sc21 | -57.5 | -0.1 | -7.3 | -2.3 | 87.1 | 1.2 | 82.9 | 3.4 | 6.7 | -0.7
Cc1cc(C)c(C2C(C#N)=C(N)Oc3n[nH]c(C)c32)cc1CN1CCOCC1 (stereo not given) | -56.9 | -0.6 | -15.0 | 17.5 | 88.0 | 0.8 | 85.5 | -2.2 | 1.1 | -2.3
CCN(CC)S(=O)(=O)c1cc([N+](=O)[O-])ccc1NNC(=O)Nc1ccccc1OC | -29.9 | 0.4 | -6.0 | -17.5 | 80.6 | 4.1 | 80.2 | 5.4 | 18.7 | -3.3
O=C(CCC1CCCC1)c1c(O)c2ccccc2oc1=O | -6.7 | 1.0 | 32.5* | 6.1 | 84.2 | 1.9 | 87.7 | 3.1 | 1.1 | -3.7
COc1ccc(-n2c(C)nnc2SCC(=O)N2C(C)CCCC2C)cc1 (stereo not given) | -17.0 | 5.7 | -9.1 | -31.2 | 92.7 | 2.1 | 103.5 | 4.3 | 8.6 | -0.6
O=C(Nc1ccc2oc(-c3ccccc3F)nc2c1)c1ncn[nH]1 | -18.3 | -0.4 | -13.1 | 9.1 | 100.7 | -1.8 | 85.2 | -1.2 | 0.7 | -0.8
COc1ccc(N(CC(=O)Nc2ccc3c(c2)OCCO3)S(=O)(=O)c2cccnc2)cc1 | 11.7 | 0.0 | -12.8 | 11.1 | 94.3 | 0.3 | 109.1 | 5.4 | 1.3 | -1.1
COc1ccc(NC(=O)CSc2nnc(-c3cccs3)n2Cc2ccco2)cc1OC | -15.0 | 0.3 | -9.0 | . | 85.7 | 0.8 | 80.2 | 3.4 | 5.6 | -0.4
COc1ccc(-n2nc(C(=O)c3cccs3)cc(-c3nc4ccccc4[nH]3)c2=N)cc1 | -4.5 | . | . | -45.8 | 20.5 | -0.8 | 4.3 | 6.6 | 14.3 | -8.3
CCCC(=O)Nc1ccccc1NC(C)=O | -2.4 | 1.4 | -7.1 | -9.4 | 91.5 | 1.5 | 96.5 | 0.5 | 27.0 | -0.8
O=c1cc(C(F)(F)F)[nH]c2c(C(F)(F)F)cccc12 | 89.6* | . | -0.5 | -15.2 | 82.2 | 9.0 | 77.8 | 8.8 | 2.0 | -1.0
COc1cc2[nH]c(=O)n(CCCCCC(=O)NCCCN3CCOCC3)c(=O)c2cc1OC | -22.6 | 0.1 | -18.0 | -7.6 | 88.0 | 1.1 | 89.6 | 2.0 | 37.3 | -0.4
Cc1nnc2sc(-c3csc4c3CCCC4)nn12 | 38.8 | -0.2 | -16.0 | 26.1 | 85.8 | 5.5 | 90.5 | -2.0 | 3.7 | 0.9
COc1ccc(CCNC(=O)C2CCN(C(=O)N(C)C)CC2)cc1OC | -53.4 | -1.1 | 1.3 | -2.0 | 98.9 | -0.6 | 95.6 | 7.3 | 14.9 | -0.2
O=C(O)c1cc2sccc2s1 | 13.2 | -0.6 | -6.8 | . | 100.3 | 4.8 | 100.9 | -4.6 | 20.8 | 0.0
COc1ccccc1-c1nnc(SCc2nc3ccccc3[nH]2)n1C | -15.9 | -2.0 | -9.8 | 12.6 | 94.9 | -0.1 | 83.0 | 15.1 | 17.3 | -1.2
Cc1cccc2cc(/C=C3\N=C(c4ccccc4)OC3=O)c(N3CCOCC3)nc12 | -21.1 | -0.7 | -3.1 | . | 98.2 | 2.4 | 100.2 | -0.7 | 12.6 | -0.1
O=C1CSC(=Nc2ccccc2Cl)N1 | -27.4 | -0.7 | -3.7 | . | 92.2 | -0.5 | 96.8 | -3.2 | 17.2 | -2.4
Cc1cc(C)c(NC(=O)C(C)(C)C)c(Cl)c1 | -49.2 | 0.0 | 8.3 | . | 96.8 | 1.8 | 87.8 | -2.6 | 32.2 | -0.3
Nc1nc(CSc2nnnn2-c2ccccc2)nc(N2CCCc3ccccc32)n1 | -32.9 | . | -8.2 | -1.2 | 60.8 | 2.3 | 60.8 | -3.5 | 15.7 | 0.8
O=C(CCC1CCCCC1)NNC(=O)c1cnccn1 | 2.2 | -1.7 | -3.1 | 43.6 | 87.9 | 3.3 | 94.2 | -2.0 | 2.0 | -1.1
COc1ccc(CN(CCO)CCO)cc1[N+](=O)[O-] | -7.4 | . | 9.9 | -1.2 | 105.4 | 0.8 | 100.4 | 3.1 | 14.8 | -1.2
Cc1cccc(-n2c(C)nc3c(cnn3-c3ccc(F)cc3)c2=O)c1 | -46.3 | 0.4 | -19.9 | 31.4 | 57.1 | 3.2 | 72.2 | 7.5 | 6.5 | 0.3
COc1ccc(Cl)cc1NC(=O)c1cccnc1 | -69.9 | -0.5 | -15.6 | -6.5 | 93.6 | -0.3 | 111.6 | 7.7 | 8.9 | -1.8
COc1ccccc1NC(=O)C1=C(C)NC2=C(C(=O)CC(c3ccc(OC)c(OC)c3)C2)C1c1coc2ccccc2c1=O (stereo not given) | -59.9 | -3.2 | 5.5 | -7.3 | 53.4 | -2.3 | 54.8 | 18.5 | 2.1 | -4.4
CC1CCN(C(=O)Cn2cc(C(=O)C3CC3)c3ccccc32)CC1 | -26.1 | . | . | 21.4 | 88.3 | 4.2 | 102.2 | 15.1 | 8.5 | -1.8
CCS(=O)(=O)Nc1ccc(C(=O)CC2(O)C(=O)Nc3ccccc32)cc1 (stereo not given) | -22.6 | 0.3 | -5.0 | -10.2 | 99.4 | -1.4 | 98.9 | -4.2 | 11.7 | -0.9
Nc1c(-c2cccs2)cnn1-c1nc(-c2ccc(F)cc2)cs1 | -33.0 | -0.3 | -3.9 | 10.9 | 97.3 | 0.2 | 96.8 | -6.6 | -0.1 | 0.5
O=C(Nc1cc(Cl)c(O)c(Cl)c1)C1CCCO1 (stereo not given) | -10.8 | -0.4 | -4.4 | 17.4 | 90.0 | 0.7 | 99.4 | 16.6 | 6.2 | -1.4
CC(=O)c1ccc(NC(=O)COC(=O)CCC(=O)c2cccs2)cc1 | -30.8 | -12.7 | -5.4 | . | 98.5 | 1.4 | 101.5 | 5.8 | . | 2.1
Cc1nc(C)c(C(=O)N/N=C/c2c[nH]c3ccccc23)s1 | -17.7 | -0.3 | -8.6 | -6.8 | 79.6 | 4.8 | 76.4 | 3.5 | 9.5 | -4.3
O=C(c1ccco1)N1CCN(c2ncccn2)CC1 | -26.5 | 0.1 | -2.5 | . | 97.9 | 0.0 | 96.5 | -0.9 | 3.4 | -2.8

Assay outcomes: PubChem BioAssay, several laboratories
